Assay outcomes deposited in PubChem BioAssay by National Center for Advancing Translational Sciences (NCATS).
A549 viability: A549 cytotoxicity, counter-screen for Nrf2 inhibitors | A549 ARE-Fluc cells, CellTiter-Fluor viability, 18-24 h | Potency, µM (highest dose often 46 µM), for the others: at the highest dose activity change, negative = cytotoxicity, usual class: inhibitors | hit rate 0.16% among 390,000 | AID 504648; also: potency is read from the fitted curve at half-maximal effect; % is scaled to controls: 0 for no effect and ±100 for the full control effect
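A549 ARE-Fluc cells in 5% FBS OPTI-MEM, 5000 cells/well, rested 2 h then exposed to compounds in concentration-response for 18-24 h at 37 °C. Viability by CellTiter-Fluor fluorescence (Ex 405/Em 525) after 30 min; luciferase luminescence (BugLite, 15 min, RT) read afterwards.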
CCT modulator: cytosolic chaperonin activity modulation; hit rate 0.3% among 360,000; AID 651819; purified chaperonin ATPase assay, HTRF ADP detection, 30 min; activity change, % (test concentration not listed), hits read low; in the data active = activity change below about -30%; also: % is scaled to controls: 0 for no effect and ±100 for the full control effect
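We incubate TRiC, 40 or 20 nM final, with library compounds at 76 uM and 10 uM ATP for 30 min at 37 °C. ADP formed is detected with Transcreener HTRF reagents after 30 min at room temperature.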
TGFb inhibitor: inhibitors of TGF-b signaling; hit rate 1.2% among 410,000; Potency, µM (top dose mostly 46.1 µM), for inactives: at the highest dose activity, negative = inhibition, actives largely listed as inhibitors; HepG2 CAGA-GFP TGF-b/SMAD3 reporter, GFP fluorescence, 18 h; TGF-beta stimulated, 500 pg/mL final; also: potency is read from the fitted curve at half-maximal effect; % is scaled to controls: 0 for no effect and ±100 for the full control effect; nearly all actives have a fitted effect of over 65% in size
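HEPG2 CAGA-GFP cells (1000/well, DMEM with 1% FBS) were pre-incubated 2 h at 37 degrees C, given compound by pin tool, then stimulated with TGF-beta at 500 pg/mL final for 18 h before per-cell GFP fluorescence imaging.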
Abeta yeast res: compounds reversing amyloid beta toxicity in yeast. AID 1347071. Potency, µM (series often up to 46.1 µM), for the others: at the highest dose growth rescue, actives largely listed as activators. hit rate 0.063% among 410,000. yeast expressing A-beta42, growth rescue, OD600, 48 h; response scale: 0% DMSO, 100% iron-clioquinol control; also: potency is read from the fitted curve at half-maximal effect; nearly all actives have a fitted effect of over 55% in size
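Yeast A-beta toxicity model in growth medium with pinned compounds, 48 h at 30 C; growth read as absorbance at 600 nm. Normalized to FeCl3/clioquinol equimolar mix (positive) and DMSO (negative).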
MmCpn inh: M. maripaludis TRiC chaperonin inhibition. purified Mm-Cpn ATPase, ADP Transcreener TR-FRET. Potency, µM (series often up to 76.9 µM), without a hit: at the highest dose activity, negative = inhibition, actives largely listed as inhibitors. hit rate 0.031% among 330,000. AID 504842; also: potency is read from the fitted curve at half-maximal effect; % is scaled to controls: 0 for no effect and ±100 for the full control effect; nearly all actives have a fitted effect of over 80% in size
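Purified archaeal chaperonin (25 nM final) was preincubated with compound for 10 min at 37°C, then ATP (10 uM final) was added for 30 min at 37°C in Tris pH 7.4/KCl/MgCl2/DTT buffer. ADP was quantified by HTRF Transcreener TR-FRET.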
HepG2 tox: HepG2 cytotoxicity, counter-screen for TGF-b inhibitors; HepG2 CAGA-GFP viability, ATP luminescence, 18 h; Potency, µM (top dose mostly 46.1 µM), for the others: top-dose activity change, negative = cytotoxicity, hits mostly cytotoxic; hit rate 0.76% among 410,000; also: potency is read from the fitted curve at half-maximal effect; some results filed as inactive show a strong effect at the top dose
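CellTiter-Glo luminescence gave cytotoxicity after 18 hours at 37 degrees C. The cells were HepG2 CAGA-GFP in 1% FBS DMEM, stimulated with 500 pg/mL TGF-beta after compound addition. %Activity was normalised to no-cell wells (complete cell-killing) and DMSO (no toxicity), and curves were fitted and classified.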
Nrf2 activator: activates Nrf2 signaling | AREc32 ARE-luciferase reporter (MCF7-derived line), luminescence, 24 h | Potency, µM (top dose mostly 46.1 µM), without a hit: top-dose activation, hits mostly activators | hit rate 0.31% among 410,000 | AID 624171; also: potency is read from the fitted curve at half-maximal effect; % of control where 0% means no effect; nearly all actives have a fitted effect of over 65% in size
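AREc32 cells carrying an ARE-driven firefly luciferase reporter were seeded at 1000 cells/well in OPTI-MEM with 5% FBS, then exposed to compound for 24 hr at 37 deg C. Luminescence was read with Steady-Glo after 30 min at RT.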
Nrf2 inh: blocks Nrf2 signaling; A549 ARE-Fluc reporter, luciferase luminescence, 18-24 h; AID 504444; hit rate 2.1% among 360,000; Potency, µM (titrated, usually from 46 µM), for inactives: at the top dose activity change, negative = inhibition, hits mostly inhibitors; also: potency is read from the fitted curve at half-maximal effect; % is scaled to controls: 0 for no effect and ±100 for the full control effect; nearly all actives have a fitted effect of over 60% in size
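Two sequential reads on A549 ARE_Fluc cells exposed to compound for 18-24 h: a CellTiter-Fluor fluorescence read for viability, then a luciferase luminescence read for Nrf2/ARE activity.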
Akt phos inh: Akt phosphorylation inhibition | Neuro2A IGF-stimulated pAkt S473 HTRF, 20 min; active compounds read low | activity change, % for hits at 50 µM | hit rate 0.32% among 360,000 | AID 651550; in the data active = activity change below about -80%; inconclusive = mostly about -51% to -80%; also: % is scaled to controls: 0 for no effect and ±100 for the full control effect
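Single-point screen (50 µM final compound) in Neuro2A cells stimulated 20 min with 6 nM IGF at 37 deg C. After lysis, Ser473-phosphorylated Akt read by HTRF (ex 330 nm, em 615/665 nm) as the 665/615 ratio.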
The depositor's hits bear a star; i = inactive; ? = inconclusive; . = no result given; & = joins results of further samples; [ ] = another dose, or the depositor's remark. Unless noted, calls follow the shape of the dose curve; as a rule, active = well fitted curve in the direction sought with a large enough effect; inconclusive = small, poorly fitted or top-dose-only effect, or another doubt; inactive = no such curve, though single readings can be large; an effect the other way counts as inactive or inconclusive.

Order of results: Abeta yeast res, Nrf2 inh, Nrf2 activator, TGFb inhibitor, CCT modulator, Akt phos inh, A549 viability, HepG2 tox, MmCpn inh
O=C(CN1C(=O)CSc2ccccc21)Nc1ccc2c(c1)OCCO2
 : 4%, 21%, 3.5%, -1%, 2.0, i, 0%, 0%, ?
O=C(OCCOc1ccc(Br)cc1)c1cnccn1
 : 25%, -1%, -0.4%, 6%, -1.9, i, -3%, -4%, 1%
CCc1ccc(NC(=S)NC(=O)CC(C)C)cc1
 : 27%, ?, 1.7%, -11%, 0.3, i, -6%, -24%, 1%
COc1ccc(C)cc1NC(=O)C1CCN(S(=O)(=O)c2ccc3[nH]c4c(c3c2)CCCCC4)CC1
 : 8%, 7%, 0.6%, ?, ., ., -3%, 15%, .
COC(=O)CC(NC(=O)Nc1ccccc1F)c1ccc2c(c1)OCO2 (stereo unspecified)
 : -6%, 1%, -0.8%, 6%, -2.1, i, -9%, -14%, 0%
COc1ccc(Cc2nnc(N)s2)cc1
 : 6%, 22%, -0.3%, 39%[activator], -2.4, i, -1%, -2%, 0%
CCOC(=O)C1CCN(C(=O)COC(=O)c2cc(-c3cccs3)nn2-c2ccccc2)CC1
 : 7%, 6%, -0.7%, -25%, -1.4, i, 0%, 0%, -7%
CCOc1cccc(/C(O)=C2/C(=O)C(=O)N(Cc3cccnc3)C2c2ccco2)c1 (stereo unspecified)
 : 4%, -10%, -0.3%, -8%, -0.4, -116%*, -3%, 4%, 1%
NC(=O)N(N)c1nc(N2CCCC2)nc(N2CCCC2)n1
 : 9%, -2%, -0.3%, 0%, 0.6, i, 4%, 0%, -5%
CCn1cc(C(=O)NCCCN(CC(C)C)CC(C)C)c(=O)c2cc(S(=O)(=O)N(C)C3CCCCC3)ccc21
 : 1%&1%, -12%&10%, 0.2%&-1.2%, 6%&1%, -0.5, i, 0%&11%, -22%&4%, -2%
O=C1OCCC1=COCCCCOC=C1CCOC1=O
 : 5%, ., 1.8%, 0%, 1.6, i, ., -1%, .
COc1ccc(C2=CC(c3ccc(OC)c(OC)c3)NC(=S)N2)cc1 (stereo unspecified)
 : ?, -4%, 0.7%, -5%, 0.2, i, -4%, -17%, -3%
COCCNC(=O)CN(Cc1cccs1)C(=O)CCC(=O)Nc1nccs1
 : -8%, -6%, -0.6%, 15%, 1.8, i, 4%, -11%, 0%
C=CCNc1nc(NCc2cccc(OC)c2)c2sc(-c3ccccc3)cc2n1
 : -16%, ., -0.3%, ?, -13, i, ., 11µM*, .
COc1ccc(-c2noc(Cn3c(=O)c4ccccc4n(CC(=O)Nc4cccc(C(F)(F)F)c4)c3=O)n2)cc1
 : -1%, ?, 0.8%, ?, ., ., -22%, -9%, .
COc1ccc(CCNCc2ccc(-c3ccccc3)cc2)cc1OC
 : -3%, 10%, 7.6%, ?, -1.1, i, -4%, -57%, .
COc1ccc(CNC(=O)c2cnn3c(C(F)F)cc(C)nc23)cc1OC
 : -18%, ?, 0.7%, ?, -9.4, i, -1%, -70%, 1%
CCOC(=O)C1=C(C)OC(N)=C(C#N)C1c1cncc(-c2ccc(F)cc2)c1 (stereo unspecified)
 : 9%, -9%, 19%, -9%, 1.7, i, 6%, -10%, 0%
COC(=O)C1N[C@@H]([C@@H](NC(=O)COc2ccccc2)C(=O)NCc2ccc(OC)cc2)SC1(C)C (stereo partly specified)
 : 3%, 7%, -1.4%, 0%&-17%, 1.4, i, -8%, -6%&-30%, .
COc1cccc(/C=N/n2nnnc2N)c1OCc1ccccc1Cl
 : 9%, 11%, 0.1%, 3%, -2.6, i, -3%, -10%, 0%

Records listed so far marked active in Akt phos inh.
Molecule | TGFb inhibitor | CCT modulator | Akt phos inh | MmCpn inh
CCOc1cccc(/C(O)=C2/C(=O)C(=O)N(Cc3cccnc3)C2c2ccco2)c1 (stereo unspecified) | -8% | -0.4 | -116%* | 1%

Next records.
Order of results: Abeta yeast res, Nrf2 inh, Nrf2 activator, TGFb inhibitor, CCT modulator, Akt phos inh, A549 viability, HepG2 tox, MmCpn inh
Cn1ccnc1-c1nnn(-c2ccc(F)cc2)n1
 : -5%, ?, 0.5%, -17%, -20, i, 1%, -34%, .
O=C(N/N=C/c1ccc2nccnc2c1)c1ccc(Br)cc1
 : -5%, 6%, 0.7%, -17%, 0.3, i, -2%, -17%, 0%
COc1ccc(C(=O)NNC(=O)Cn2nnc(-c3ccc(OC)c(OC)c3)n2)cc1
 : -14%, -20%, -1.0%, 6%, -1.6, i, -4%, 3%, -2%
O=C(CCc1ccccc1)NCCSCc1c(F)cccc1Cl
 : -3%, -6%, -1.0%, -25%, -2.4, i, 7%, -8%, 0%
COc1cccc(CNC(=O)c2ccc(-c3nc(CSc4ccccc4)c(C)o3)cc2)c1
 : -17%, -18%, 0.8%, 13%, ., ., 0%, 1%, .
Cc1c(C(=O)N2CCOCC2)sc2ncn(CC(=O)N3CCC(C)CC3)c(=O)c12
 : -6%, -11%, 0.2%, 0%, 2.0, i, 0%, -14%, -1%
Nc1ncnc2c1ncn2-c1ccccc1Cl
 : -1%, 25%, 2.8%, -2%, 0.1, i, 0%, -4%, .
CCCn1c(SCC(=O)Nc2ccc(F)c(Cl)c2)nc(O)cc1=O
 : 1%, -5%, -0.1%, -2%, 1.6, i, 10%, -5%, -5%
CC(=O)Nc1cc(-c2ccccc2F)cn2c(-c3ccccc3)cnc12
 : -34%, ., 6.9%, -14%, -36*, i, ., -33%, .
CC1(C)Cc2nc3oc4c(=O)n(CC(=O)Nc5ccccc5)cnc4c3cc2CO1
 : -6%, ?, -0.3%, -4%, 4.2, i, -1%, 9%, 0%
COC(=O)c1cn(NC(=O)CCC2CCCC2)c(=O)c2ccccc12
 : -15%, 15%, -0.1%, 21%, 1.2, i, 6%, -24%, -2%
COc1ccc(CCNC(=O)Cn2cc(C(F)(F)F)cc(Cl)c2=O)cc1OC
 : -7%, 2%, -0.2%, -3%, -1.8, i, -14%, 4%, 0%
COC(=O)CC1C(=O)NCCN1C(=S)NC(=O)c1ccccc1[N+](=O)[O-] (stereo unspecified)
 : 3%, 3%, -0.4%, 5%, -1.8, i, 4%, 6%, -1%
COc1ccc(NC(=O)c2cnn(-c3ccc(F)cc3F)c2C2CCN(C(=O)OC(C)(C)C)CC2)cc1Cl
 : 2%, ?, 3.4%, ?, ., ., -23%, -36%, .
COc1cc(C(=O)NCc2nnc(SCC(=O)Nc3cccc(C)c3)o2)cc(OC)c1OC
 : 0%, 16%, 0.2%, -2%, -1.1, i, 0%, -6%, 1%
COc1ccc(CCNC(=O)c2ccc3c(c2)N(Cc2ccccc2)C(=O)c2ccccc2S3=O)cc1OC (stereo unspecified)
 : -13%, -1%, 4.7%, -11%, ., ., -3%, -6%, .
CCC(C)[C@@H](CN)NCC1(c2ccccc2)CC1 (stereo partly specified)
 : -13%, -20%, 0.0%, 11%, -1.2, i, 6%, 18%, 1%
COc1ccc(-c2csc(-c3c(N)c(C(=O)c4ccccc4)n4ccccc34)n2)cc1OC
 : -16%, -1%, 0.1%, 5%, ., ., 0%, 1%, .
CCN1CCN(CCCNC(=O)c2ccc3c(=O)n(CCc4ccccc4)c(=O)[nH]c3c2)CC1
 : -14%, 4%, -0.4%, 15%, -1.8, i, 0%, -1%, -1%
CC(C)N(C(=O)COC(=O)c1cncc(Br)c1)C(C)C
 : 5%, 8%, 0.4%, -11%, -2.9, i, 7%, 15%, 1%

Order of results: Abeta yeast res, Nrf2 inh, Nrf2 activator, TGFb inhibitor, CCT modulator, Akt phos inh, A549 viability, HepG2 tox, MmCpn inh
O=C(NN1C(=O)c2ccccc2NC1c1ccco1)c1ccc([N+](=O)[O-])cc1 (stereo unspecified)
 : 10%, -15%, 3.7%, -18%, 0.1, i, 0%, -2%, 6%
O=C(O)c1nn(CC(=O)N2CCN(c3ccccc3)CC2)c(=O)c2ccccc12
 : 4%, 17%, 0.3%, 0%, -0.5, i, -4%, 5%, 2%
Cc1ccc(C)c(-c2nn(-c3cc(N4CCN(CCO)CC4)ccc3[N+](=O)[O-])c(=O)c3ccccc23)c1
 : ?, ?, 7.7%, ?, 0.7, i, ?, -11%, 2%
O=C(c1ccco1)N1CCN(Cc2cn[nH]c2-c2ccc(F)cc2F)CC1
 : -8%, 0%, -0.6%, 15%, -1.4, i, 2%, -16%, 1%
O=C(NCc1ccccn1)C1CC(c2ccc(F)cc2)=NO1 (stereo unspecified)
 : 5%, 9%, 0.5%, -2%, -1.2, -112%*, -4%, -2%, 0%
c1ccc(C2[C@H]3CN(Cc4cccnc4)[C@H](c4ccccc4)C34CC2(c2cccnc2)C4)cc1 (stereo partly specified)
 : 10%, ?, 2.4%, 14µM*, -3.9, i, -19%, -58%, -3%
CSc1cccc(NC(=O)C2CCN(S(C)(=O)=O)CC2)c1
 : 11%, 6%, -0.6%, 2%, -7.6, i, 1%, -49%, 1%
CC(C)C(=O)Nc1ccc(COc2ccccc2CN(Cc2ccccc2)C(=O)OC(C)(C)C)cc1
 : 4%, ?, 4.2%, -14%, -0.3, i, -1%, -8%, .
COc1ccc2oc(C(=O)OCC(=O)Nc3ccc(N4CCOCC4)cc3)c(C)c2c1
 : 30%, 5%, 0.1%, -17%, -24, i, -5%, -6%, -2%
